High-throughput results deposited in PubChem BioAssay by National Center for Advancing Translational Sciences (NCATS).
GLS inh – inhibitors of human glutaminase (GLS); O94925; GLS enzymatic activity, qHTS titration; Potency, µM (series often up to 45.5 µM), for inactives: at the top dose activity change, negative = inhibition, actives largely listed as inhibitors; 0.21% of 410,000 active; AID 624170; note: potency is the fitted concentration of half-maximal effect; % is set by controls: 0 for no effect and ±100 for the full control effect
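Enzyme dispensed in phosphate buffer (45 mM, pH 8.2, 0.02% Tween-20), compounds pinned in, then 1 mM L-glutamine solution and the glutamate oxidase–HRP–Amplex Red mix added; fluorescence read immediately and again after 30 min at room temperature.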
PI4K2A inh – PI4K2A (human) kinase inhibition; Q9BTU6; purified PI4K2A, ADP-Glo luminescence, 1 h; active compounds read low; activity change, negative = inhibition, % at 76.9 µM; 0.13% of 420,000 active; AID 1346378; in the data active = activity change below about -50%; inconclusive = mostly about -30% to -49%;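 note: -100% = wells without enzyme as full effect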
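PI4K2A activity was measured by ADP-Glo luminescence: enzyme (4 ug/mL stock) and phosphatidylinositol (1.2 mM stock) in Tris pH 7.5/MgCl2/EGTA/Triton X-100 buffer were reacted with ATP (300 microM stock) for one hour at ambient temperature.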
G9a block – blocks human histone lysine methyltransferase G9a; 8.8% of 350,000 active; AID 504332; Q96KQ7; G9a H3K9 monomethylation, AlphaScreen, 2 h; Potency, µM (top dose mostly 102 µM), inactives show top-dose activity, negative = inhibition, usual class: inhibitors; note: potency is the fitted concentration of half-maximal effect; % is set by controls: 0 for no effect and ±100 for the full control effect; nearly all actives have a fitted effect of over 75% in size
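Enzyme 20 nM + cpd, 15 min RT; add b-H3K9 pep 500 nM / SAM 20 uM; 2 h RT; anti-H3K9me1 Ab 0.5 ug/mL + SA donor / anti-rabbit acceptor beads 20 ug/mL each, 10 min; AlphaScreen read.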
Pin1 inh – human Pin1 inhibition; Q13526; Pin1 FP peptide displacement, HiFluor488, 10 min; Potency, µM (top dose mostly 115 µM), for the others: at the top dose activity, negative = inhibition, usual class: inhibitors; 0.009% of 390,000 active; active = well fitted inhibition curve with a large enough effect in the polarisation, with a control signal flat, not every such curve was filed as active; inconclusive = small, poorly fitted or top-dose-only effect, or effect the other way, or a change in a side signal; inactive = no such curve, though single readings can be large or run the other way; the % refers to the polarisation; note: potency is the fitted concentration of half-maximal effect; % is set by controls: 0 for no effect and ±100 for the full control effect
Target sequence (Q13526 whole entry, looked up): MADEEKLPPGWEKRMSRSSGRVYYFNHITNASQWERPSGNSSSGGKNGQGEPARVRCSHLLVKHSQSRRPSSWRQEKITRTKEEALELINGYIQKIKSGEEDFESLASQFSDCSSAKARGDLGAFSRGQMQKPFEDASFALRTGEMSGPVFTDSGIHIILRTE
JMJD2A Tudor inh – JMJD2A Tudor domain (human) inhibition. O75164. AlphaScreen JMJD2A-Tudor / H3K4me3 peptide binding. Potency, µM (top dose mostly 114 µM), for inactives: at the highest dose activity change, negative = inhibition, actives largely listed as inhibitors. 4.4% of 390,000 active. AID 504339; note: potency is the fitted concentration of half-maximal effect; % is set by controls: 0 for no effect and ±100 for the full control effect; nearly all actives have a fitted effect of over 50% in size
HP1b binding inh – HP1-beta chromodomain-methylated histone interaction inhibition; AlphaScreen HP1-beta / biotin-H3K9me3 peptide binding; Potency, µM (doses to about 114 µM), without a hit: top-dose activity change, negative = inhibition, usual class: inhibitors; P83916; 0.56% of 390,000 active; AID 540317; note: potency is the fitted concentration of half-maximal effect; nearly all actives have a fitted effect of over 70% in size; inactives centre near 23
Target sequence (P83916 whole entry, looked up): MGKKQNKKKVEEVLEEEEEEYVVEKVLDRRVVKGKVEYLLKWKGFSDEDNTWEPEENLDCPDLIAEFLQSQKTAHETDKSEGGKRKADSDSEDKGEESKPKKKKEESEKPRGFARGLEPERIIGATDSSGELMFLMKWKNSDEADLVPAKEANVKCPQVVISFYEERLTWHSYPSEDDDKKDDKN
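HP1-beta protein (50 nM final) preincubated 30 min at room temperature with biotinylated H3(1-18)K9me3 peptide (50 nM) in PBS pH 7.4, 0.01% Tween-20, then compound added for 30 min. AlphaScreen streptavidin donor/nickel chelate acceptor beads (10 ug/mL final), 30 min dark, luminescence read.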
Tb PGK inh – inhibitors of T. brucei phosphoglycerate kinase | AID 602233 | PGK/GAPDH coupled, Kinase-Glo luminescence, 60 min | 0.043% of 380,000 active | Potency, µM (series often up to 57.5 µM), for the others: at the top dose activity change, negative = inhibition, usual class: inhibitors; note: potency is the fitted concentration of half-maximal effect; % is set by controls: 0 for no effect and ±100 for the full control effect; nearly all actives have a fitted effect of over 60% in size
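Recombinant glycosomal PGK reaction used 1,3-bisphosphoglycerate generated in-well by GAPDH (100nM final) in 100mM TEA pH 7.6, 5mM MgCl2, 0.01% Tween-20. After 60 minutes at room temperature, ATP was read by Kinase-Glo Plus luminescence end-point.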
ERG-DNA inh – blocks human ERG Ets domain binding to DNA. fluorescence polarization, His-ERG Ets domain / labelled DNA. AID 624246. Potency, µM (highest dose often 76.9 µM), for the others: at the top dose FP activity, negative = inhibition, hits mostly inhibitors. 0.028% of 370,000 active. P11308; active = well fitted inhibition curve with a large enough effect in the polarisation, with a control signal flat; inconclusive = small, poorly fitted or top-dose-only effect, or effect the other way, or a change in a side signal; inactive = no such curve, though single readings can be large or run the other way; the % refers to the polarisation;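 note: polarization taken with two DNA probes labelled with fluorescein and Texas red; potency is the fitted concentration of half-maximal effect; % of control where 0% means no effect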
Target sequence (P11308 whole entry, looked up, the tested form may be a part): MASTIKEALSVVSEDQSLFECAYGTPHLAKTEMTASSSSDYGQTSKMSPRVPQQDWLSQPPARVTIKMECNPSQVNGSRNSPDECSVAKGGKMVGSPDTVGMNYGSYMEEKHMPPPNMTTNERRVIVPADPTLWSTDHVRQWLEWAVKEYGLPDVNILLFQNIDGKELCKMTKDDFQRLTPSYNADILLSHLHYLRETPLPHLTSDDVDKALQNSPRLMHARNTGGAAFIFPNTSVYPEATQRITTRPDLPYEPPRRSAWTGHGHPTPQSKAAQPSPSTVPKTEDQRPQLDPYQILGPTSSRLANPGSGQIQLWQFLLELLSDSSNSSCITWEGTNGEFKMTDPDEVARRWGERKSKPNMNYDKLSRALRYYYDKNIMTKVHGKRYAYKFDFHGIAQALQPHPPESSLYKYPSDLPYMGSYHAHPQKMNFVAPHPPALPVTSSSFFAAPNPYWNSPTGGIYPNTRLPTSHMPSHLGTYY
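His-tagged ERG Ets domain (1 uM in the protein solution; 300mM KCl, 50mM Tris-HCl, 1mM EDTA, 1mM DTT, pH 7.5) received compound, then a probe mix of 5 nM fluorescein-DNA and 100nM Texas-615-DNA. Fluorescence polarization was read for both dyes.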
BAZ2B inh – inhibitors of human BAZ2B bromodomain | AlphaScreen BAZ2B-H3K14Ac peptide displacement | Potency, µM (top dose mostly 114 µM), inactives show top-dose activity change, negative = inhibition, usual class: inhibitors | 4.4% of 360,000 active; note: potency is the fitted concentration of half-maximal effect; % is set by controls: 0 for no effect and ±100 for the full control effect; nearly all actives have a fitted effect of over 60% in size
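In this displacement format the biotinylated H3(5-23) peptide acetylated at Lys14 serves as ligand at 50 nM, with BAZ2B at 50 nM in PBS pH 7.4 containing 0.01% Tween-20. Donor and acceptor beads are 10 ug/mL final.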
* marks the source's active call; other numbers are inactive results; i = inactive; ? = inconclusive; . = no result given; [ ] = remark or other dose. Unless noted, calls come from the whole dose curve; as a rule, active = well fitted curve in the direction sought with a large enough effect; inconclusive = small, poorly fitted or top-dose-only effect, or another doubt; inactive = no such curve, though single readings can be large; an effect the other way counts as inactive or inconclusive.

smiles	GLS inh	PI4K2A inh	G9a block	Pin1 inh	JMJD2A Tudor inh	HP1b binding inh	Tb PGK inh	ERG-DNA inh	BAZ2B inh
C=CCC1(NC(C)c2ccccc2)CCCCC1 (stereo unspecified)	4%	-1	20%[59 µM]	-6%	-1%	14%	i	-5%	7%
CC(C)(C)c1ccc(S(=O)(=O)N2CCSC2)cc1	0%	-11	34%	-5%	20%	36%	-4%	-11%	1%
COc1ccc(N2CCN(C(c3ccc(F)cc3)c3sc4nc(-c5ccco5)nn4c3O)CC2)cc1 (stereo unspecified)	20%	47	?	-13%	?	?	10%	16%	40µM*
c1ccc(-n2cnc3ccccc32)cc1	4%	-3	5%	-8%	5%	52%[activator]	-3%	-1%	12%
Cc1ccc(-c2csc3nc4ccc(C(=O)NCCO)cc4c(=O)n23)cc1	-5%	1	-51%[59 µM]	-1%	-9%	68%[activator]	-3%	-9%	0%
CCOC(=O)N1CCN(c2ncnc3c2[nH]c2ccc(F)cc23)CC1	14%	1	7%[59 µM]	0%	3%	25%	-6%	-3%	-3%
O=C1CN(c2ccccc2F)C(=O)CN1c1ccccc1F	1%	6	21%[59 µM]	-3%	-14%	2%	-8%	17%	-3%
CCc1ccccc1NC(=O)CSc1nc2ccccc2n1CC(=O)N(C)C	-10%	-3	-13%[12.7 µM]	-6%	-6%	28%	-3%[11.5 µM]	.	-5%
Cc1nn(C)cc1NC(=O)CCSc1nc(-c2ccco2)cc(C(F)(F)F)n1	2%	-4	?	1%	-11%	39%	2%	-9%	1%
COC(=O)c1sc(N2CCCCC2)c(C#N)c1N	-7%	-3	-31%	9%	-18%	-6%	i	-1%	-38%
CC(=O)N1c2ccc(S(=O)(=O)NCC3CCC(C(=O)Nc4ccc(C)cc4)CC3)cc2CC1C (stereo unspecified)	2%	2	3%[59 µM]	-1%	-17%	11%	-7%	-2%	-2%
O=C(CSc1nc2ncccc2[nH]1)Nc1cc(F)ccc1F	-1%	-2	-43%[59 µM]	0%	-3%	23%	i	2%	2%
C=CCNc1nc(Nc2ccc(Cl)cc2)nc(OC)n1	0%	-1	20%	-1%	-4%	12%	-1%	6%	9%
CCOC(=O)c1cccnc1SCC(=O)NCc1ccccc1	-1%	-1	-4%[12.7 µM]	0%	-4%	36%	3%	-7%	10%
COc1ccc(C(=O)NCCN2CCOCC2)cc1[N+](=O)[O-]	1%	-1	10%	-1%	-12%	55%[activator]	i	5%	8%
Cc1nn(-c2ccccc2)c2sc(C(=O)Nc3cccc(Cl)c3)cc12	-2%	1	-37%[59 µM]	10%	8%	43%[activator]	10%	-2%	13%
S=c1nc(Cc2ccc(Cl)cc2)[nH]c2ccccc12	6%	-3	7%	-1%	-17%	39%[activator]	-10%	-3%	-1%
Cc1ccc2oc3c(c(=O)c2c1)C(c1ccc(O)cc1)N(c1nc(C)c(C)s1)C3=O (stereo unspecified)	0%	-2	12%[59 µM]	-1%	-6%	8%	-4%	2%	0%
Cc1ccccc1N(C)C(=O)c1noc2c1COc1ccccc1-2	0%	-1	-39%[59 µM]	?	-11%	21%	-3%	-3%	-14%
CCn1c(SCC(=O)NC(=O)Nc2ccc3c(c2)OCCO3)nnc1-c1cccs1	-4%	1	?	0%	-27%	18%	-1%	4%	-29%
Cc1ccc(S(=O)(=O)N(C)c2ccc(OC(=O)c3ccc(=O)[nH]c3)cc2)cc1	11%	1	-18%	-7%	-19%	23%	-6%	16%	-37%
C/C(=N\NC(=S)NC(C)C)c1ccc(Cl)c([N+](=O)[O-])c1	1%	-2	.	-5%	-10%	18%	i	-17%	?
CCn1nc(C)cc1C(=O)n1nc(C)c(Sc2ncccn2)c1C	-11%	3	.	-2%	-8%	58%[activator]	i	2%	1%
N#Cc1ccccc1S(=O)(=O)N1CCN(c2ccc(S(=O)(=O)N3CCOCC3)cn2)CC1	-18%	-2	-18%[59 µM]	6%	-28%	68%[activator]	-2%	9%	9%
CC(C)CSc1nc2ccccc2n1CC(=O)O	0%	-1	4%	-11%	-16%	48%[activator]	9%	0%	-24%
Cc1ncsc1C(=O)Nc1nc2c(s1)CCCC2	-9%	-27	7%[59 µM]	-2%	-22%	7%	?	6%	27%
O=C(NC1CCCCCC1)c1ccc(S(=O)(=O)NCc2ccco2)cc1	-8%	-8	-4%[59 µM]	-6%	0%	5%	i	7%	10%
CCc1ccccc1N1C(=O)C2CC(C)=C(C)CC2C1=O (stereo unspecified)	-2%	-10	-5%[59 µM]	-8%	1%	34%[activator]	-8%	-7%	2%
CCCCC1=NN(C(=O)c2ccncc2)C(O)(C(F)(F)F)C1 (stereo unspecified)	-30%	-2	9%	0%	-9%	21%	-3%	7%	-2%
O=[N+]([O-])c1cccc(-c2ccc(SCc3ccccn3)nn2)c1	-8%	-3	-42%	-5%	-9%	16%	-7%	14%	-33%
Cc1ccc(N(CC(=O)NC2CCCC2)C(=O)CNC(=O)c2cccs2)cc1F	-4%	1	6%[59 µM]	-3%	-5%	-2%	-1%	0%	8%
COc1ccc(NC(=S)N2CCc3ccccc32)cc1OC	9%	-6	50µM*	0%	-24%	10%	i	-8%	?
COCCN(CCOC)S(=O)(=O)c1ccc(C(=O)Nc2sc3c(c2C(N)=O)CCCC3)cc1	-4%	-2	-2%[59 µM]	5%	-13%	8%	.	2%	-10%
O=C(Cc1ccc(-c2ccccc2)cc1)N1CCOCC1	11%	-2	-1%[12.7 µM]	-1%	-20%	9%	-3%	-3%	-2%
COC(=O)C1CCN(C2CC(=O)N(c3cc(C)cc(C)c3)C2=O)CC1 (stereo unspecified)	10%	-1	-45%	2%	-4%	30%	2%	0%	-3%
O=C(Cc1cccc(NC(=O)C2CCCN(C(=O)c3ccccc3)C2)c1)Nc1cccc(C(=O)N2CCCCC2)c1 (stereo unspecified)	1%	-2	.	-3%	-9%	27%	4%	-2%	.
Cc1nn(Cc2ccc(Cl)cc2)c(Cl)c1/C=N/NC(=O)CNc1ccccc1F	0%	0	17%	-5%	-6%	29%	-5%	-2%	-3%
CCOC(=O)c1cnn(-c2ccc(C(=O)Nc3cc(OC)c(OC)c(OC)c3)cc2)c1N	1%	-7	?	1%	-12%	25%	7%	0%	-13%
O=C(Nc1nc2c(s1)CCCC2)c1cc2n(n1)C(C(F)(F)F)CC(C1CC1)N2 (stereo unspecified)	4%	-12	?	-1%	-24%	24%	-14%	-1%	-2%
Cc1ccc2oc(=O)c3cnn(CC(=O)NCCN(C)C)c3c2c1	-1%	0	8%[59 µM]	-2%	-15%	43%[activator]	-2%	-14%	1%
Cc1nc(SCC(=O)N2CCN(c3ccccc3)CC2)n[nH]1	4%	2	40µM*	-4%	-2%	-14%	6%	2%	-2%
CN(C(=O)COC(=O)c1cc(S(=O)(=O)N2CCOCC2)c(Cl)cc1Cl)C1CCS(=O)(=O)C1 (stereo unspecified)	3%	-1	-1%	-12%	-4%	44%[activator]	-1%	2%	-30%
CC(C)c1c(O)cc(-c2ccncc2)n(-c2ccc(Cl)cc2)c1=O	7%	-4	21%[59 µM]	-9%	-17%	17%	0%	17%	4%
CC(=O)c1sc(N2C(=O)c3oc4ccccc4c(=O)c3C2c2ccc(C)cc2)nc1C (stereo unspecified)	1%	-1	2µM*	-3%	-1%	61%[activator]	-5%	0%	1%
COc1ccc(C(=O)COC(=O)CCN2C(=O)[C@@H]3[C@H](C2=O)[C@@H]2C[C@H]3C(Br)C2Br)cc1 (stereo partly specified)	-9%	4	55%[activator][59 µM]	10%	-6%	26%	-9%	.	-2%
CC1CCCC(NC(=O)CCS(=O)(=O)c2ccc3c(c2)NC(=O)CS3)C1C (stereo unspecified)	4%	-1	57%[activator]	12%	?	10%	-1%	0%	-12%
O=C(Nc1cccc(-c2nc3ccccc3[nH]2)c1)c1ccccn1	1%	-11	2%	2%	-9%	17%	-1%	3%	-19%
O=C(COC(=O)c1ccc(Cl)nc1)Nc1ncc(Cl)cc1Cl	10%	0	-29%	-7%	-6%	8%	-4%	-3%	?
Cc1ccccc1CN(c1ccc(C(=O)N/N=C/c2ccc(OCC(N)=O)cc2)cc1)S(C)(=O)=O	4%	-3	17%	0%	-18%	24%	-4%	2%	-20%
CCCc1cc(=O)oc2c(C)c(OCC(=O)NCCCn3ccnc3)ccc12	1%	-19	-6%	-6%	-14%	32%	5%	1%	-20%
Cn1c(=O)oc2cc(S(=O)(=O)N3CCN(Cc4ccc5c(c4)OCO5)CC3)ccc21	.	2	29%[0.501 µM]	-3%	-4%	6%	-7%	-8%	-30%

A section from the list above, for reference:
smiles	GLS inh	PI4K2A inh	G9a block	Pin1 inh	JMJD2A Tudor inh	HP1b binding inh	Tb PGK inh	ERG-DNA inh	BAZ2B inh
Cc1nc(SCC(=O)N2CCN(c3ccccc3)CC2)n[nH]1	4%	2	40µM*	-4%	-2%	-14%	6%	2%	-2%
CN(C(=O)COC(=O)c1cc(S(=O)(=O)N2CCOCC2)c(Cl)cc1Cl)C1CCS(=O)(=O)C1 (stereo unspecified)	3%	-1	-1%	-12%	-4%	44%[activator]	-1%	2%	-30%
